West Nile antiviral: inhibition of WNV-induced cytopathic effect – cell-based, CPE readout (AID 1621) | 290,000 compounds, 0.02% hits | West Nile virus-infected cells, CPE inhibition; higher % means a stronger effect | CPE inhibition, % at 10 µM, or IC50 in µM where a hit was titrated; in the data active = a potency from the dose series; inconclusive = CPE inhibition mostly from about 3.7% at the one dose, without a potency; inactive = the rest, 99 in 100 with CPE inhibition below about 2.2%; note: strong numbers were not always called active
NTR1 ag: agonists of NTR1, primary screen, imaging, U2OS cells, beta-arrestin-GFP, high content (AID 493036) | P30989 | NTR1-U2OS beta-arrestin-GFP spot imaging, agonist mode | activation, % at 20 µM | 330,000 compounds, 0.17% hits;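 active = activation at or above 40% of the spot to cytoplasm intensity ratio, with at least 20 cells analyzed; inconclusive = wells under 20 cells, flagged as cytotoxic or low count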;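 note: 0% = DMSO without peptide and 100% = 100 nM NTR1 peptide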
Target sequence (P30989 whole entry, looked up): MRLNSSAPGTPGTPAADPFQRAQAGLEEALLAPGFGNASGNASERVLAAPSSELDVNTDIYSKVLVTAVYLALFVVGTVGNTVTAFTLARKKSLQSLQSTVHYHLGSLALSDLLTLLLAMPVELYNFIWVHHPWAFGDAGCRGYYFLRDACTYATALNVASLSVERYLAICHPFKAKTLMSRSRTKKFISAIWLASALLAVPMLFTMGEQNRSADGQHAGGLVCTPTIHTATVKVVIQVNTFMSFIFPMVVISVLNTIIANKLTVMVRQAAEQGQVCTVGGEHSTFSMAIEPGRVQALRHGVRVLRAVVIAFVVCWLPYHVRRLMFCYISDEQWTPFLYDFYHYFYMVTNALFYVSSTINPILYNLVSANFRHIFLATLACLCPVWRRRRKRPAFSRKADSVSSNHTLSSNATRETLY
MgcRacGAP inhibition: MgcRacGAP GTPase-activating activity inhibitors, confirmation, biochemical, ADP Hunter fluorescence; inhibition, % at 30 µM; hits with a dose series show IC50 in µM; MgcRacGAP-stimulated Rac1 GTP hydrolysis, ADP Hunter fluorescence; higher % means a stronger effect; GST-tagged Rac1 F28L mutant substrate; 340,000 compounds, 0.6% hits;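 active = first-screen hits whose inhibition reached a set limit at any dose in the follow-up dose series; inconclusive = inhibition above the set first-screen limit but never retested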;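 note: fluorescence reports GDP produced by GAP-driven GTP hydrolysis; strong numbers were not always called active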
RSV CPE inhibition: RSV antiviral activity via CPE protection, HEp-2 cells, primary 10 µM value included (AID 2391); HEp-2 cells, RSV-induced CPE inhibition; higher % means a stronger effect; CPE inhibition, % at 10 µM, or IC50 in µM where a hit was titrated; 310,000 compounds, 0.13% hits; in the data active = a potency from the dose series; inconclusive = CPE inhibition mostly from about 23% at the one dose, without a potency; inactive = the rest, 99 in 100 with CPE inhibition below about 21%; note: strong numbers were not always called active
NS5 inhibitors: flavivirus cap methylation enzyme inhibition – biochemical, confirmation dose response, primary screen (AID 588689). Dengue-2 NS5 methyltransferase capping enzyme assay, biochemical; higher % means a stronger effect. inhibition, % at 25 µM, or IC50 in µM where a hit was titrated. 340,000 compounds, 0.3% hits; in the data active = a potency from the dose series; inconclusive = inhibition above about 29% without an active follow-up result
SV40 large T antigen: TAg ATPase/helicase activity blockers – biochemical (AID 1903) | 310,000 compounds, 0.39% hits | inhibition, % at 20 µM, or IC50 in µM where a hit was titrated | SV40 large T antigen ATPase/helicase inhibition assay; higher % means a stronger effect; in the data active = a potency from the dose series; inconclusive = inhibition mostly from about 32% at the one dose, without a potency; inactive = the rest, 99 in 100 with inhibition below about 32%; note: strong numbers were not always called active
SIAH1 antagonists: Siah-1 peptide-binding antagonists, primary screen, biochemical, fluorescence polarization, rhodamine-plectin, uHTS (AID 1817) | Siah-1 / rhodamine-plectin peptide fluorescence polarization; higher % means a stronger effect | displacement, % at 20 µM; hits with a dose series show IC50 in µM | 290,000 compounds, 0.02% hits;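 active = displacement of at least 50% at 20 µM, with a fluorescence ratio check between 0.3 and a set limit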;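 note: plate controls were Siah plus tracer with DMSO for no effect and tracer alone without Siah for full effect; strong numbers were not always called active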
AID2073: disruptors of CaV2.2 binding to Mint1 – biochemical, HTRF (AID 2073) | inhibition, % at 20 µM; hits with a dose series show IC50 in µM | 290,000 compounds, 0.19% hits | HTRF protein-protein interaction, Mint1-CaV2.2; higher % means a stronger effect; in the data active = inhibition mostly above about 51%, no sharp cut-off; inconclusive = no clear call, values can overlap the other calls; inactive = mostly below about 53%; note: some results filed as inactive read as strong as hits
UTI89 phage lysis: protection from phage-mediated lysis, alamar blue read-out – E. coli UTI89, K1F phage, bacterial capsule biogenesis inhibitors (AID 488966). E. coli UTI89 K1F phage lysis, alamar blue, 2 h; higher % means a stronger effect. inhibition, % at 100 µM; hits with a dose series show IC50 in µM. 340,000 compounds, 0.02% hits;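 active = phage lysis inhibition, versus mean bacterial control, above a set limit; inconclusive = no clear call, values can overlap the other calls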;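 note: capsule biogenesis inhibitors block K1F phage lysis so surviving cells raise fluorescence; higher fluorescence means more inhibition of phage lysis; actives were called in the ten point dose series up to 300 µM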
NTR1 ag cell count 20 µM: second read-out of NTR1 ag, no call of its own (marks repeat the call); cell count; measured here: cell count, cytotoxicity flag
NS5 inhibitors pilot replicate: also measured in NS5 inhibitors; calls as there; inhibition, %; measured here: pilot screen replicate inhibition
* marks the source's active call; other numbers are inactive results; ? = inconclusive; . = not tested or not shown; [ ] = dose if it differs, or a comment.

SMILES	West Nile antiviral	NTR1 ag	NTR1 ag cell count 20 µM	MgcRacGAP inhibition	RSV CPE inhibition	NS5 inhibitors	SV40 large T antigen	SIAH1 antagonists	AID2073	UTI89 phage lysis	others
Oc1ccc(C2C(c3ccccc3)=NN=C(c3ccc(Cl)cc3)N2O)c(O)c1 (stereo unspecified)	-0.7%	3.9	53	10%	13%	0%	10%	-1%	3%	0.1%[50 µM]
Cc1c(N(C(=O)Cc2cccs2)C2(C(=O)NC3CCCC3)CCCCC2)c(=O)n(-c2ccccc2)n1C	-0.6%	3.1	44	-5%	1.8%	-7%	13%	6%	-17%	0.0%
CNC(=O)CCn1nc(-c2ccccc2)c2ccccc2c1=O	0.1%	-1.5	66	1%	1.4%	-8%	3%	4%	0%	-0.5%
CCOC(=O)C1CCN(C(=O)c2cc(S(=O)(=O)N3CCOCC3)ccc2C)CC1	.	-0.6	61	2%	0.1%	-5%	.	.	.	0.5%[50 µM]
O=c1c2sccc2n(Cc2cccc(F)c2)c(=O)n1-c1ccc(F)cc1	0.2%	-0.3	61	6%	0.8%	-8%	9%	3%	-1%	0.9%[50 µM]
O=C(NC(=S)Nc1ccc(Br)cn1)c1cncc(Br)c1	-0.3%	8.0	61	5%	1.9%	-3%	-4%	2%	5%	0.7%
COc1ccc2c(O)c(-c3c(C)cc(C)cc3C)c(=O)[nH]c2c1	.	0.9	41	3%	.	5%	-1%	.	.	-1.6%
CC/S(CC1CC1(Cl)Cl)=N\S(=O)(=O)c1ccc(C)cc1 (stereo unspecified)	0.5%	-2.3	40	7%	2.6%	-7%	6%	4%	1%	8.1%
O=c1c2ccccc2nc2n1CCC2	0.0%	-1.2	64	-3%	0.2%	-4%	4%	11%	-1%	0.4%
O=C(c1ccco1)N(Cc1nc2ccccc2c(=O)[nH]1)C1CCCC1	-0.1%	0.7	66	6%	5.8%	1%	29%	-1%	-11%	5.2%
C=CCn1c(C)cc(C(=O)CN2C(=O)c3ccccc3S2(=O)=O)c1C	.	3.0	69	4%	0.3%	1%	.	.	.	0.8%[50 µM]
Cc1ccc(-c2nnc(-c3cccc(Br)c3)o2)cc1	0.0%	5.5	76	5%	2.0%	-9%	-2%	6%	1%	2.0%
COc1ccc(-c2c3c(cc(C)[n+]2[O-])oc2ccc(OC)cc23)cc1	-1.7%	1.1	38	6%	0.9%	-3%	4%	3%	10%	0.5%[50 µM]
COC(=O)NCC(c1cccnc1)N1CCN(c2ccccc2OC)CC1 (stereo unspecified)	0.1%	0.8	46	8%	-0.6%	3%	9%	6%	0%	0.4%
COCCNC(=O)CCCn1c(=O)c2ccccc2n(CC(=O)NCCC2=CCCCC2)c1=O	-0.3%	.	.	5%	.	5%	2%	5%	2%	0.7%

By substructure: those above containing a Cl atom (2)
SMILES	West Nile antiviral	NTR1 ag	NTR1 ag cell count 20 µM	MgcRacGAP inhibition	RSV CPE inhibition	NS5 inhibitors	SV40 large T antigen	SIAH1 antagonists	AID2073	UTI89 phage lysis	others
Oc1ccc(C2C(c3ccccc3)=NN=C(c3ccc(Cl)cc3)N2O)c(O)c1 (stereo unspecified)	-0.7%	3.9	53	10%	13%	0%	10%	-1%	3%	0.1%[50 µM]
CC/S(CC1CC1(Cl)Cl)=N\S(=O)(=O)c1ccc(C)cc1 (stereo unspecified)	0.5%	-2.3	40	7%	2.6%	-7%	6%	4%	1%	8.1%

Further records.
SMILES	West Nile antiviral	NTR1 ag	NTR1 ag cell count 20 µM	MgcRacGAP inhibition	RSV CPE inhibition	NS5 inhibitors	SV40 large T antigen	SIAH1 antagonists	AID2073	UTI89 phage lysis	others
O=C(CSC1=Nc2ccccc2C2=NC(Cc3c[nH]c4ccccc34)C(=O)N12)NC1CCCCC1 (stereo unspecified)	-0.4%	0.0	67	6%	-0.2%	-5%	3%	2%	-4%	0.4%
Cc1nc(C(=O)NCCC(C)C)sc1C1(C)CC(c2ccccc2)=NO1 (stereo unspecified)	-0.5%	-4.3	98	6%	0.5%	-6%	-3%	-3%	-1%	0.4%
COC(=O)C(Cc1ccccc1)NC(=S)NC(=O)c1ccccc1 (stereo unspecified)	-0.7%	-0.5	63	9%	2.2%	-5%	14%	-9%	-8%	-0.5%
O=C(CN1CCN(Cc2ccc(Cl)cc2)C1=O)NCCCN1CCOCC1	-0.4%	0.8	70	-1%	1.9%	-6%	4%	2%	4%	0.1%
CN(C)n1cnc2ccsc2c1=O	0.6%	1.3	41	9%	2.0%	-2%	5%	8%	-14%	-0.5%
O=C(Cc1ccc(Cl)cc1)Nc1ccc(S(=O)(=O)Nc2ncccn2)cc1	0.2%	-0.5	60	12%	1.2%	-5%	4%	0%	-1%	0.2%	NS5 inhibitors pilot replicate=-4.0
COc1ccc(-n2ncc3c(N4CCCCC4)ncnc32)cc1	1.1%	-0.9	85	-2%	2.5%	3%	2%	-1%	3%	0.3%
O=C(c1ccco1)N1CCN(C(=O)c2ccc(CS(=O)c3ccc(F)cc3)o2)CC1 (stereo unspecified)	-0.1%	5.9	34	0%	-0.1%	3%	25%	-2%	21%	0.5%
C/C(=N\OC(=O)c1cccc(C)c1)c1sc(-c2ccccc2)nc1C	-0.6%	2.3	54	1%	9.5%	3%	1%	1%	13%	-0.4%
N#CCCN(Cc1ccccc1)C(=O)Nc1ccc(F)cc1	-0.3%	-0.6	50	3%	.	-6%	6%	9%	2%	0.7%
Cc1nc(SCC(=O)N2CCN(c3ccccc3)CC2)n[nH]1	-0.1%	1.2	46	4%	0.8%	-8%	3%	7%	-13%	0.0%
COCCNC(=S)N(CCc1c(C)[nH]c2ccc(F)cc12)Cc1cccnc1	-0.4%	-0.6	73	1%	1.6%	-13%	5%	-4%	-4%	0.0%
COc1cccc2cc(C(=O)N3CCCCC3C)c(=O)oc12 (stereo unspecified)	0.2%	0.6	47	9%	2.1%	1%	9%	0%	15%	0.0%
Cc1cc(C)c2c(NC(N)=S)n[nH]c2n1	0.1%	-1.5	59	3%	17%	-4%	5%	4%	-14%	1.4%
O=C(NCCCCc1ccccc1)c1cc([N+](=O)[O-])cc([N+](=O)[O-])c1	?	0.1	41	-15%	1.5%	1%	14%	-2%	8%	-2.6%
CCCCc1c(C)nc(N)[nH]c1=O	0.7%	-1.3	44	12%	1.1%	-7%	6%	-1%	0%	1.4%
CC(C)n1c(SCC(=O)NCc2ccco2)nc2c1c(=O)n(C)c(=O)n2C	0.1%	-0.3	52	1%	0.2%	-4%	19%	5%	-2%	0.1%
Cc1nn(Cc2ccc(C(=O)Nc3nccs3)cc2)c(C)c1Cl	.	0.4	89	11%	-1.4%	-5%	1%	0%	-5%	0.1%
COC(=O)c1cc(C)sc1NC(=O)CSc1ncccn1	-0.9%	-0.2	64	6%	11%	4%	4%	-6%	-16%	-0.5%
O=C(NNC(=S)NCc1ccco1)c1ccc(Cl)s1	0.6%	1.0	26	17%	.	-8%	17%	2%	-21%	-0.2%
O/N=C(\c1ccc2c(c1)OCCO2)C1CCCCC1	0.3%	-1.4	57	6%	4.2%	-1%	70%	5%	4%	0.5%
O=C1CC[C@@H](O)CCN1CC[C@H](Sc1ccc(Br)cc1)c1ccccc1	.	3.2	62	7%	0.1%	-3%	.	.	.	1.0%
O=C(NCCCN1CCN(CCCNC(=O)c2ccc3c(c2)OCO3)CC1)c1ccc2c(c1)OCO2	0.1%	-1.6	66	9%	0.0%	-2%	4%	-4%	-1%	0.2%
CCc1nc2ccccc2c(C(=O)OCC(=O)Nc2ccc(NC(C)=O)cc2)c1C	.	-0.4	44	2%	.	-4%	.	.	.	0.7%[50 µM]
O=S(=O)(NCC1CCCO1)c1ccc(-c2ccc(Cl)cc2)cc1 (stereo unspecified)	-0.7%	0.1	48	2%	-0.3%	-4%	7%	6%	-6%	-0.8%
CCc1ccc(NC(=O)/C(C#N)=C\c2ccc(OC)c(C(=O)O)c2)cc1	-1.0%	-0.9	24	6%	-1.3%	.	1%	8%	2%	-0.2%
O=C(Nc1ccc2oc(-c3cccnc3)nc2c1)c1ccc2c(c1)OCCO2	1.1%	-0.9	64	-2%	2.8%	20%	5%	10%	15%	-0.2%
Clc1ccc(CN2CCCCCCC2)cc1Cl	-0.7%	2.6	65	15%	0.7%	2%	6%	1%	14%	-10%
Cc1no[n+]([O-])c1COc1cccc(/C=C2\N=C(c3ccccc3)OC2=O)c1	0.0%	0.7	53	1%	0.2%	-4%	-4%	6%	5%	6.1%
CCOC(=O)C1=C(C)Nc2ccccc2N=C1N	0.3%	-0.5	55	4%	1.3%	0%	5%	-3%	-9%	0.5%
CCOC(=O)c1c(C)[nH]c(C)c1S(=O)(=O)N(C)CC(=O)NCc1cccc(C)c1	-0.5%	0.6	72	3%	3.8%	-14%	5%	-5%	17%	1.0%
CC(C)n1c(=S)[nH]c2ccccc2c1=O	2.1%	0.6	90	7%	-1.9%	3%	10%	-1%	-43%	-1.2%
CN1CCN(CCC(=O)N2c3ccccc3Sc3ccc(Cl)cc32)CC1	?	-0.6	91	7%	-0.5%	8%	8%	-1%	-14%	0.4%	NS5 inhibitors pilot replicate=1.8
Cn1c(SCC(=O)Nc2ccc(Cl)cc2)nnc1C1CC1	-0.3%	-0.4	49	2%	1.6%	-2%	12%	1%	-11%	0.2%
COc1ccccc1NC(=O)CN1C(=O)NC2(CCCc3ccccc32)C1=O (stereo unspecified)	.	-1.5	65	-1%	0.6%	-12%	.	.	.	1.5%[50 µM]
COc1cc(Cl)ccc1OCc1cc(C(=O)N2CCC(N(C)C)C2)no1 (stereo unspecified)	-0.8%	-0.8	53	12%	-1.4%	-9%	3%	-5%	0%	-0.2%
Cc1ccc2c(c1)C1CN(C)CCC1N2C(=S)Nc1ccc(Cl)cc1Cl (stereo unspecified)	-1.3%	1.0	63	2%	4.7%	4%	10%	7%	-24%	0.7%
Cc1ccc(C(C)NC(=O)c2ccc3c(c2)OCCO3)cc1C (stereo unspecified)	-0.4%	-0.4	49	11%	0.9%	-2%	-5%	-2%	-7%	0.1%	NS5 inhibitors pilot replicate=-3.3
Cc1cc(C)cc(NC(=S)NCC2CCN(C(C)c3ccccc3)C2)c1 (stereo unspecified)	-1.0%	0.4	53	1%	-3.0%	-15%	2%	-8%	-4%	0.5%
CCc1nc(SCC(=O)Nc2ccccc2Cl)n[nH]1	-0.3%	0.4	52	4%	1.6%	-2%	0%	7%	-2%	1.4%
O=C(Nc1nc(-c2ccc(F)c(F)c2)cs1)Nc1ccc(F)cc1F	-0.5%	9.8	79	4%	1.7%	-2%	4%	2%	10%	0.3%

Source: PubChem
